# Assay outcomes (PubChem BioAssay)
# hERG WT inh – qHTS for Inhibitors of KCHN2 3.1: Wildtype qHTS; Voltage-gated inwardly rectifying potassium channel KCNH2 (Homo sapiens), Q12809; activity change, % at 1.84 µM; U2OS, BacMam KCNH2, thallium flux FluxOr; stronger effect = lower value; 0.37% of 340,000 active; AID 720551, 2013;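 active = maximum activity change below -70%; inconclusive = maximum activity change between -70% and -50%; inactive = maximum activity change above -50%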
#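 U2OS cells were transduced with wild-type KCNH2 virus (2.03 x 10^8 / mL) for 4 h at room temperature, then cultured overnight at 37 C. Thallium flux was read with FluxOr dye. Rate constants were normalized to DMSO controls.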
# FBPA coupling cs – qHTS Assay for Inhibitors of Fructose-1,6-bisphosphate Aldolase from Giardia Lamblia: Coupling assay counterscreen | coupling enzyme system counterscreen, AmpLite Red fluorescence | 0.67% of 290,000 active | activity change, negative = inhibition, % at 58.2 µM, hits read low; in the data active = activity change below about -30%
#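 Counterscreen of the coupled detection system alone, without aldolase: glyceraldehyde-3-phosphate coupling enzymes plus AmpLite Red readout. Compounds at 57.5 uM final, 10 min RT preincubation, 20 min RT reaction, fluorescence 525/598 nm.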
# B2AR arrestin – qHTS assay of beta-arrestin-biased ligands of beta2-adrenergic receptor | Beta-2 adrenergic receptor (Homo sapiens), P07550 | beta-arrestin recruitment to beta2AR, cell-based reporter | Potency, µM (top dose mostly 46.1 µM), for the others: at the top dose activation, hits mostly activators | 0.02% of 330,000 active;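 note: potency is the fitted concentration of half-maximal effect; 0% = DMSO controls and full agonism = EC100 isoproterenol or metaproterenol; nearly all actives have a fitted effect of over 65% in size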
# GALK inhibitor – qHTS Assay for Inhibitors of Human Galactokinase (GALK). Purified GALK, Kinase-Glo residual ATP luminescence. 0.007% of 270,000 active. Potency, µM (titrated, usually from 57.5 µM), without a hit: at the highest dose activity change, negative = inhibition, hits mostly inhibitors. P51570; note: potency is the fitted concentration of half-maximal effect
# Target sequence (P51570 whole entry, looked up): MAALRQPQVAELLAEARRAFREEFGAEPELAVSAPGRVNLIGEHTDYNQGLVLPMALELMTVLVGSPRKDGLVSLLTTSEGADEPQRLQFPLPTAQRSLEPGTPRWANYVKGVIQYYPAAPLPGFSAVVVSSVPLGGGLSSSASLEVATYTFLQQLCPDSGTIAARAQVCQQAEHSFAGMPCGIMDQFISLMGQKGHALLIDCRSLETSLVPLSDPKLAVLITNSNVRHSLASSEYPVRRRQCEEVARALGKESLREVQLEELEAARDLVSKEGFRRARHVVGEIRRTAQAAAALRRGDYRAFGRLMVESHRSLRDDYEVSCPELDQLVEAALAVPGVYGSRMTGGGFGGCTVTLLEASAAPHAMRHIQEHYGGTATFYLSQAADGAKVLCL
#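 Kinase-Glo Plus luminescence measured ATP left after a 1 h room-temperature reaction. The reaction used 5 nM GALK, 100 uM galactose and 35 uM ATP at pH 8.0 (20 mM HEPES, 5 mM MgCl2, 60 mM NaCl, 1 mM DTT, 0.01% BSA).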
# Eya2 phos inh – qHTS Assay for Inhibitors of the Phosphatase Activity of Eya2; Protein phosphatase EYA2 (Homo sapiens), O00167; recombinant Eya2, OMFP fluorescence dephosphorylation (OMFP is methylfluorescein phosphate); Potency, µM (highest dose often 76.9 µM), for the others: at the highest dose activity, negative = inhibition, most hits filed as inhibitors; 0.006% of 330,000 active; note: potency is the fitted concentration of half-maximal effect
# Target sequence (O00167 whole entry, looked up): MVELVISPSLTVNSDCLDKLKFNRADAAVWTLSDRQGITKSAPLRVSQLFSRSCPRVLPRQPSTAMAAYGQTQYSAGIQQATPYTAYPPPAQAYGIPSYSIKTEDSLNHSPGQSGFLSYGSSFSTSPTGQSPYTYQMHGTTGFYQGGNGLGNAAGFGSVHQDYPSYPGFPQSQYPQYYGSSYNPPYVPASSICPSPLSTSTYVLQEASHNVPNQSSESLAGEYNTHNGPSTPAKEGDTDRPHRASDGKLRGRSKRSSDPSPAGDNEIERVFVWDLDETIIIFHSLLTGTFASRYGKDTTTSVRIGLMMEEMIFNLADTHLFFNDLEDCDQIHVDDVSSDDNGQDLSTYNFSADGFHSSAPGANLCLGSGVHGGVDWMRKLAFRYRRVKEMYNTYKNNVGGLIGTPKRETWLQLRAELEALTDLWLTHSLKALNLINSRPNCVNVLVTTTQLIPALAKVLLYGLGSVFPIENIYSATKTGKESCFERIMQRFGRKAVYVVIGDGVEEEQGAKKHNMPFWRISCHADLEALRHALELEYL
#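 Eya2 protein (added as 0.2 uM solution) was preincubated with compound for 10 min at ambient temperature in 50 mM HEPES pH 7.5, 50 mM NaCl, 5 uM MgCl2, 0.05% BSA, 1 mM DTT. OMFP (added at 50 uM) then reacted 10 min; fluorescence read at 485/525 nm.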
# Chronic BCR inh – qHTS Assay to Find Inhibitors of Chronic Active B-Cell Receptor Signaling; Potency, µM (doses to about 46.1 µM), without a hit: top-dose ratio change, negative = lower green/red ratio, hits mostly inhibitors; AID 493014, 2011; ABC-DLBCL IkBa-CBG/CBR reporter, luminescence ratio, 4 h; 0.05% of 340,000 active; active = well fitted inhibition curve with a large enough effect in the signal ratio, with a control signal flat, not every such curve was filed as active; inconclusive = small, poorly fitted or top-dose-only effect, or effect the other way, or a change in a side signal; the % refers to the signal ratio;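 note: potency is the fitted concentration of half-maximal effect; plate controls were basal doxycycline-induced cells for no effect and cells given 10 µM MG132 for full effect; MG132 reads +100%, hits lower the ratio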
#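 Compounds up to 46 uM were incubated four hours with TMD8 cells whose green CBG68 luciferase is fused to IkappaBalpha; red CBR luminescence normalised the signal, and concentration-effect curves were fitted to fusion, red and ratio data.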
# Giardia killer – Small Molecules that selectively kill Giardia lamblia: qHTS. Giardia lamblia trophozoite viability. activity change, % at 7.66 µM, hits read low. 0.15% of 340,000 active. AID 540267, 2011; in the data active = activity change below about -80%; inconclusive = between about -30% and that limit;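 note: parasites exposed to compound for two days anaerobically before the ATP read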
#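 Luminescent ATP signal served as the viability read-out, measured 15-30 min after adding ATP detection reagent to trophozoites that had been incubated with compounds for 48 hrs at 37 deg C anaerobically at 100 cells/well.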
# uPA surface inh – qHTS for Inhibitors of Cell Surface uPA Generation. 0.31% of 330,000 active. AID 540303, 2011. Potency, µM (titrated, usually from 38.3 µM), for inactives: at the highest dose activity change, negative = inhibition, hits mostly inhibitors. cell surface uPA generation assay, qHTS; active = well fitted inhibition curve with a large enough effect; inconclusive = small, poorly fitted or top-dose-only effect; inactive = no such curve, though single readings can be large or run the other way; tested in mouse RAW 264.7 cells; note: potency is the fitted concentration of half-maximal effect; nearly all actives have a fitted effect of over 55% in size
# USP2a block – qHTS Assay for Inhibitors of Ubiquitin-specific Protease USP2a Using CHOP2 as the Reporter; Ubiquitin carboxyl-terminal hydrolase 2 (Homo sapiens), O75604; USP2 core, Ub-CHOP2 coupled fluorogenic reporter, 485/531; Potency, µM (series often up to 38.3 µM), without a hit: at the top dose activity change, negative = inhibition, hits mostly inhibitors; 0.01% of 330,000 active; AID 463254, 2010;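 note: potency is the fitted concentration of half-maximal effect; plate controls were DMSO wells for no effect and full inhibition by NEM control for full effect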
#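 Deubiquitinase activity read as fluorescence (485/531 nm) after Ub-CHOP2 cleavage activates the enterokinase reporter on its substrate; USP2 core 10nM, Ub-CHOP2 and substrate 25nM each, 30min compound preincubation then 60min RT; data normalized to NEM, curves fitted.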
# PKM2 activator – qHTS Assay for Activators of Human Muscle isoform 2 Pyruvate Kinase; Pyruvate kinase PKM (Homo sapiens), P14618; purified PKM2, Kinase-Glo ATP luminescence, activation; response scale: 0% is enzyme alone, no compound; Potency, µM (series often up to 57.5 µM), for the others: at the top dose activation, hits mostly activators; 0.34% of 260,000 active; note: potency is the fitted concentration of half-maximal effect; nearly all actives have a fitted effect of over 55% in size
#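 ATP formation by purified human PK-M2, quantified via coupled luciferase luminescence after 1 h at room temperature with 0.1 mM ADP and 0.5 mM PEP final.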
# KCNH2 3.1 inh – qHTS for Inhibitors of KCHN2 3.1: Mutant qHTS. 0.95% of 340,000 active. activity change, % (tested at about 1.8 µM). U2OS KCNH2 3.1, thallium flux FluxOr; stronger effect = lower value. Potassium voltage-gated channel subfamily H member 2, brain isoform KCNH2 3.1 (human);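 active = maximum activity change below -70%; inconclusive = maximum activity change from -70% to -50%; inactive = maximum activity change above -50%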;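 note: thallium influx rate constant from kinetic fluorescence after stimulation buffer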
#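 Virally transduced U2OS (3.1 isoform, 4 h infection in dark at RT) → overnight 37 C → FluxOr + Red40 in HBSS/HEPES, 45 min → stimulation buffer, 2 min kinetic read → rate constant vs DMSO controls.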
# Numbers without * were called inactive; ? = inconclusive; nt = no result given; [ ] = another dose, or the depositor's remark. Unless noted, calls come from the whole dose curve; as a rule, active = well fitted curve in the direction sought with a large enough effect; inconclusive = small, poorly fitted or top-dose-only effect, or another doubt; inactive = no such curve, though single readings can be large; an effect the other way counts as inactive or inconclusive. Unless noted, % is set by controls: 0 for no effect and ±100 for the full control effect.
SMILES,hERG WT inh,FBPA coupling cs,B2AR arrestin,GALK inhibitor,Eya2 phos inh,Chronic BCR inh,Giardia killer,uPA surface inh,USP2a block,PKM2 activator,KCNH2 3.1 inh
CC(=O)Nc1ccc(S(=O)(=O)N2CCC(NC(=O)C(Cc3cccc(F)c3)NC(C)=O)CC2)cc1 (stereo unspecified),1,4,1.0%,-2%,-5%,?,1,0%,1%,nt,-22
CCOc1ccc(NC(=O)c2nsc(Cl)c2Cl)cc1,2,0,0.1%,0%,-2%,?,-1,-8%,7%,-3%,-22
COc1ccccc1CNC(=O)COC(=O)c1cc(S(=O)(=O)N2CCOCC2)ccc1Cl,17,nt,0.3%,nt,7%,8%,-13,-13%,1%,nt,-2
CCOC(=O)C1(Cc2ccccc2)CCN(Cc2cn(CC(=O)OC)c3ccccc23)CC1,-2,-1,5.4%,-2%,-9%,?,18,1%,1%,0%,-3
CC1CC(C)CN(c2cc3c(cc2[N+](=O)[O-])C(=O)N(c2ccccc2)C3=O)C1 (stereo unspecified),-7,0,-0.3%,0%,-4%,3%,4,1%,4%,1%,-4
CCOc1ccc(N(CC(=O)NC2CCCCC2)C(=O)Cn2nnc(-c3ccc(C)o3)n2)cc1,25,0,0.2%,-5%,4%,-3%,15,-8%,-1%,0%,5
COc1cccc(CC(=O)Nc2sc3c(c2C(N)=O)CCCC3)c1,1,-2,-0.5%,1%,7%,-11%,-3,-2%,2%,29%,-1
CCC1CCCCN1C(=S)NC(=O)c1cc(S(=O)(=O)N2CCOCC2)ccc1C (stereo unspecified),0,2,6.1%,-1%,?,2%,-5,6%,3%,-1%,-7
O=[N+]([O-])c1ccc(Oc2ccc(/C=N/O)cc2)nc1,5,-2,-0.1%,4%,-12%,12%,-15,-1%,-4%,0%,1
O=C(CCCN1C(=O)NC2(CCCC2)C1=O)Nc1ccc(F)cc1,-14,nt,-3.1%,nt,2%,?,5,-2%,-2%,nt,8
O=S(=O)(c1cccc(C(F)(F)F)c1)N1CCN(C(=S)NC2CC2)CC1,6,0,-0.8%,-2%,0%,2%,2,7%,4%,1%,-20
O=C(NC(=S)N1CCCC(C(F)(F)F)C1)c1ccc(F)cc1 (stereo unspecified),-15,-1,5.1%,0%,16%,?,-14,1%,-1%,-2%,12
CCOC(=O)C1CCN(C(=O)c2cccc(S(=O)(=O)N3CCc4ccccc43)c2)CC1,4,nt,0.0%,nt,-4%,0%,35[activator],-6%,-1%,nt,-25
Cc1c(CNCCc2ccc(Cl)cc2)c(C(=O)O)c(C)n1-c1ccccc1,1,7,-0.2%,-1%,-6%,-1%,9,3%,5%,nt,6
Cn1nc(N2CCN(S(=O)(=O)c3ccccc3)CC2)c(=O)n(C)c1=O,1,nt,-0.2%,nt,1%,3%,3,32%[activator],0%,nt,-2
COc1ccc(C2NC(=O)c3ccccc3O2)cc1 (stereo unspecified),-17,0,0.4%,8%,-5%,?,8,-8%,9%,nt,5
CCc1ccc(C(=O)NNC(=O)c2ccc3c(=O)n4c(nc3c2)CCC4)cc1,-37,nt,-0.4%,-4%,-2%,9%,-3,-2%,-1%,-6%,-15
CC(=O)Nc1cc(NC(C)=O)ncn1,12,1,-0.6%,-3%,2%,-4%,-20,-2%,5%,-15%,-4
CCCOc1ccc(C2C(C(=O)c3ccc(C)o3)=C(O)C(=O)N2CCN2CCOCC2)cc1OC (stereo unspecified),2,3,-0.7%,0%,7%,1%,0,0%,0%,0%,1
COc1ccc(C/C(N)=N/OC(=O)c2ccc(Cl)cc2)cc1,13,3,-0.1%,-4%,-3%,?,11,4%,0%,-2%,-9
Cc1ccc(S(=O)(=O)N(C)C)cc1NC(=S)N1CCCCC1CO (stereo unspecified),-23,0,0.1%,2%,-3%,1%,-8,-5%,1%,-2%,4
Cn1nc(C(=O)NCC2COc3ccccc3O2)c2ccccc2c1=O (stereo unspecified),5,nt,0.1%,nt,18%,4%,0,-13%,2%,nt,-4
Cc1nc(SCC(=O)N2CCNC2=O)c2ccccc2n1,0,nt,0.2%,nt,-1%,?,4,-11%,1%,nt,25
CSC1=NCCN1S(=O)(=O)c1ccc(NC(C)=O)cc1,?,3,0.1%,-3%,3%,?,5,0%,2%,11%,-8
COc1ccc(CCNC(=S)NC2CCN(Cc3ccccc3)CC2)cc1,40,-1,0.4%,0%,?,-2%,5,-2%,1%,-9%,15
Cc1ccc(NC(=O)CC(=O)NCCN2CCOCC2)cc1,-8,3,-0.2%,1%,-6%,-6%,22,3%,0%,-1%,1
COc1ccc(N2CCN(C(=O)CN3CCN(C(c4ccccc4)c4ccccc4)CC3)CC2)cc1,33,1,-0.7%,1%,-6%,-12%,14,-2%,-1%,3%,-8
Cc1ccc([N+](=O)[O-])cc1S(=O)(=O)Nc1ccc(N2CCOCC2)cc1,2,0,-1.2%,1%,-7%,3%,-6,-3%,5%,0%,13
CSCCC(NS(=O)(=O)c1ccc(Cl)cc1)C(=O)OCC(=O)c1c(C)[nH]c2ccccc12 (stereo unspecified),-1,-18,-0.5%,4%,-4%,?,-3,-8%,-7%,6%,-23
Clc1ccc(/C=N/Nc2nc(Cl)nc3ccccc23)cc1,30,0,-0.7%,-2%,-25%,?,-10,-2%,1%,0%,-14
FC(F)(F)c1ccncc1-c1nnnn1-c1ccc(Cl)cc1,-3,-3,-0.9%,-1%,-5%,-2%,-5,26%,-3%,-11%,7
O=C(Cc1cccs1)N1CCN(c2ccc([N+](=O)[O-])cc2)CC1,-1,4,-1.1%,0%,-8%,19%,-26,-5%,-2%,10%,-30
Cc1ccccc1-c1nsc(SCC(=O)c2ccc(Cl)cc2)n1,-1,3,-0.2%,0%,7%,?,-18,-4%,4%,-2%,1
O=C(NCCS(=O)(=O)N1CCN(c2ccccc2F)CC1)c1cccc(Br)c1,8,-2,0.4%,-5%,-1%,-8%,27,-13%,4%,nt,0
Cc1cccc2[nH]c(CN(C)C(=O)C3CCC(=O)N(CCc4ccccc4)C3)nc12 (stereo unspecified),16,2,0.1%,6%,11%,0%,36[activator],7%,0%,-7%,-3
COCCNC(=O)CCn1nc(-c2ccc(Cl)cc2)ccc1=O,11,-1,-1.4%,2%,-14%,0%,-4,0%,-1%,0%,0
O=[N+]([O-])c1cccc(S(=O)(=O)N2CN(c3ccc(Br)cc3)c3nc4ccccc4nc32)c1,4,nt,-0.6%,nt,-8%,10%,-1,-1%,1%,nt,59
Cc1onc(-c2c(F)cccc2Cl)c1C(=O)Nc1sc2c(c1C(N)=O)CCC2,-2,1,0.4%,2%,-5%,-16%,-9,nt,-17%,-1%,3
CCN(CC(=O)Nc1ccccc1C(F)(F)F)C(=O)c1ccc(=O)n(Cc2ccccc2)n1,-6,-3,-1.0%,6%,-10%,0%,4,21%,2%,-4%,16
C=CCn1c(CNC(=O)c2cccs2)nnc1SCC(=O)Nc1ccc(C(=O)O)cc1,15,-2,0.1%,0%,1%,?,-8,3%,0%,-12%,4
Cc1onc(-c2ccccc2)c1C(=O)N1CCOC12CCN(c1cccc(F)n1)CC2,5,-1,0.2%,-1%,-3%,-13%,-2,4%,-5%,2%,0
CCN1CCN(c2nc3ccccn3c(=O)c2C=O)CC1,-2,0,-0.2%,5%,2%,?,18,0%,1%,nt,-15
CCn1cc(CCC(=O)NC(C)c2ccccc2)c2ccccc21 (stereo unspecified),-9,0,-0.6%,nt,-3%,?,-14,-3%,-7%,nt,3
COc1cc(Cl)c(C)cc1NC(=O)CC1CCCC1,-7,0,0.1%,-1%,-8%,?,2,-2%,0%,5%,-4

# An excerpt from above in order of molecular weight, highest first.
SMILES,hERG WT inh,FBPA coupling cs,B2AR arrestin,GALK inhibitor,Eya2 phos inh,Chronic BCR inh,Giardia killer,uPA surface inh,USP2a block,PKM2 activator,KCNH2 3.1 inh
C=CCn1c(CNC(=O)c2cccs2)nnc1SCC(=O)Nc1ccc(C(=O)O)cc1,15,-2,0.1%,0%,1%,?,-8,3%,0%,-12%,4
Cc1onc(-c2ccccc2)c1C(=O)N1CCOC12CCN(c1cccc(F)n1)CC2,5,-1,0.2%,-1%,-3%,-13%,-2,4%,-5%,2%,0
CCn1cc(CCC(=O)NC(C)c2ccccc2)c2ccccc21 (stereo unspecified),-9,0,-0.6%,nt,-3%,?,-14,-3%,-7%,nt,3
